# Screening data from PubChem BioAssay.
# rCAG binder – binds r(CAG) RNA repeats; r(CAG) RNA repeat, TO-PRO-1 dye displacement fluorescence; inhibition, % at 3 µM; 370,000 compounds, 1.3% hits; AID 651821;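 active = inhibition above the plate cutoff, the mean of all test compounds on that plate plus 3 SD, cut at about 35% in these data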;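 also: 0% = DMSO alone and 100% = 100 µM mitoxantrone as full dye displacement; higher means more dye released from RNA so lower well fluorescence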
# PG9 binder – small molecules binding HIV-1 gp120 antibody PG9; inhibition, % at 6.7 µM; 360,000 compounds, 0.43% hits; TR-FRET gp120-PG9 antibody binding; in the data active = inhibition above about 8.5%
# NPR2 activator – GC-B (human) receptor activation; AID 1920062; HEK293-GC-B cells, CNP EC30, cGMP TR-FRET; 0% at EC30 CNP, 100% saturating CNP; activation, % at 10 µM; 370,000 compounds, 0.11% hits; P20594;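 active = activation at 10 µM reaching about 35% in either raw or pattern-adjusted values, limit read from the data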
# NR1D1 modulator – modulates human Rev-erb alpha binding to DNA; Rev-erbα–FITC-DNA binding, fluorescence polarization, 90 min; activity, % at 10 µM; 370,000 compounds, 0.79% hits; AID 1259318;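 active = activity above about 14%, limit read from the data; passing the limit was not always enough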;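 also: 0% = DMSO wells with 35 nM protein and 100% = DMSO wells with 750 nM protein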
# Target sequence (P20393 whole entry, looked up): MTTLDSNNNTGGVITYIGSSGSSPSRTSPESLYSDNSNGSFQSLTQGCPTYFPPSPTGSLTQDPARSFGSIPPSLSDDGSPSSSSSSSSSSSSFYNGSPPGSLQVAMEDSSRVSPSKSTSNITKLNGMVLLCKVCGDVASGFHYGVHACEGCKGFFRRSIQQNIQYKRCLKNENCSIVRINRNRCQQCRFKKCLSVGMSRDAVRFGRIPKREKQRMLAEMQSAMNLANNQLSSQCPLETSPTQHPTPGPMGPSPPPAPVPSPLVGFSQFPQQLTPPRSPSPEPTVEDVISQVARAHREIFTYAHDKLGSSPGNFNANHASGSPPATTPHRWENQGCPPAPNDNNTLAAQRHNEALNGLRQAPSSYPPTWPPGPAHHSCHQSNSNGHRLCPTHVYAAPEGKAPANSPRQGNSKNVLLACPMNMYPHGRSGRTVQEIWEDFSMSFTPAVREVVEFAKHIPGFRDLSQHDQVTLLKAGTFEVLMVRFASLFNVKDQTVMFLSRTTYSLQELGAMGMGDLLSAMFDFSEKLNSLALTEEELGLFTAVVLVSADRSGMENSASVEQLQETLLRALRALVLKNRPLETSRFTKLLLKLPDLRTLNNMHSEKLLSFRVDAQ
# ABHD4 inh – ABHD4 (mouse) inhibition, primary FP screen | purified mABHD4, FP-Rh probe fluorescence polarization | 370,000 compounds, 0.54% hits | Q8VD66 | inhibition, % at 8.92 µM | AID 720543;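 active = inhibition exceeding the mean over every tested compound plus 3 SD, cut at about 30% in these data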;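 also: 0% = plate median of compound wells and 100% = S159A mutant with DMSO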
#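 Doses – 8.92 µM, single dose · Material – wild-type mouse ABHD4 protein · Replication – single well per compound (singlicate) · Measure – percent inhibition of probe binding, normalized to plate controls · Schedule – 45 min compound pre-incubation plus 60 min probe step, 25 °C · Detection – fluorescence polarization with parallel and perpendicular emission, 525/598 nm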
# HTRA1 inhibitor – blocks human HTRA1 serine peptidase; recombinant HTRA1, FP-rhodamine activity-based probe, fluorescence polarization; inhibition, % at 5.96 µM; 340,000 compounds, 0.5% hits; in the data active = inhibition above about 36%;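 also: 0% = enzyme with DMSO and 100% = wells lacking enzyme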
# ARFGAP1 inh – rat ARFGAP1 inhibition; Arfgap1-stimulated ARF1 GTP hydrolysis, GDP FP detection; inhibition, % at 16.5 µM; 360,000 compounds, 0.26% hits;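 active = inhibition above a per-plate limit, mean inhibition of low control wells plus 3 SD, cut at about 25% in these data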;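 also: 0% = DMSO wells with enzyme and 100% = wells lacking Arfgap1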
#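 Material – truncated rat Arfgap1 GAP domain · Buffer or medium – HEPES-based buffer, pH 7.5 · Reagent – human ARF1(Δ1-17)-GTP substrate · Dosing – 16.5 µM single point, 1.26% DMSO · Schedule – GTP hydrolysis reaction 2 h at 25 °C · Technique – GDP detection by fluorescence polarization · Benchmarks – No-Arfgap1 wells (100%) versus DMSO full-reaction wells (0%) · Repeats – single replicate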
# SMARCA2 activ – activators of SMARCA2 function; activation, % at 9.1 µM; AID 652017; MG213 cells, MMTV-luciferase reporter, dexamethasone, overnight; 370,000 compounds, 1% hits; in the data active = activation above about 7.8%;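 also: 0% = vehicle wells and 100% = reference activator wells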
# GC-A act – GC-A (human) enzyme activation; P16066; HEK293 GC-A cells, cGMP TR-FRET, EC30 ANP; 0% at EC30 ANP, 100% saturating ANP; activation, % at 10 µM; 370,000 compounds, 0.14% hits; in the data active = activation above about 40%
# ASAP1 GAP inh – inhibitors of human ASAP1 ArfGAP activity | Q9ULH1 | ASAP1-stimulated ARF1 GTP hydrolysis, GDP FP detection | inhibition, % at 16.5 µM | 360,000 compounds, 0.19% hits | AID 624377; in the data active = inhibition above about 25%;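 also: 0% = vehicle with enzyme and substrate and 100% = no enzyme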
# Target sequence (Q9ULH1 325-724 limits assumed): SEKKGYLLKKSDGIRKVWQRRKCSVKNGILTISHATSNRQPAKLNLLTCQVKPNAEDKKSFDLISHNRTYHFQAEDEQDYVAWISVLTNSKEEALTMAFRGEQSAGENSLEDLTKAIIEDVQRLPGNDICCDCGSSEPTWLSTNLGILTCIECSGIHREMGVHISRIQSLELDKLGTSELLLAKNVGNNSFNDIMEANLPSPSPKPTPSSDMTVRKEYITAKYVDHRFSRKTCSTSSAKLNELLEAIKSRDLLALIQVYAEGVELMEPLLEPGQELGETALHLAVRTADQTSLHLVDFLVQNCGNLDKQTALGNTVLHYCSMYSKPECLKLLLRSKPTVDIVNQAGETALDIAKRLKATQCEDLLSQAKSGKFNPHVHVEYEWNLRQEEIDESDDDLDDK
# * marks the source's active call; other numbers are inactive results; · = not tested or not shown; & = joins results of further samples.
# Second line of a record: rCAG binder	PG9 binder	NPR2 activator	NR1D1 modulator	ABHD4 inh	HTRA1 inhibitor	ARFGAP1 inh	SMARCA2 activ	GC-A act	ASAP1 GAP inh
C#CC[N+]1(CC#Cc2ccc(C)cc2)CCCCC1
 : 2	-1.4	3	-1	4	-2	-3	0	3	12
Cn1ccnc1SCC(=O)c1ccc(Cl)cc1
 : -1	-0.2	1	-4	0	-1	-12	1	-1	-12
CN(C)c1ccc(Sc2nnc(NC(=O)Nc3ccc(Cl)cc3Cl)s2)cc1
 : 1	0.2	-3	-23	7	1	-11	0	-1	-1
O=C(O)/C=C/S(=O)(=O)c1ccc2ccccc2c1
 : 0	-0.9	1	4	1	6	22	-3	1	2
CCOCCN(C=O)c1cccc(OC)c1
 : -1	-0.6	4	4	-1	5	-2	-1	3	9
Cc1ccc(N(CC(=O)NC2CCCC2)C(=O)CCC(=O)Nc2nc(C)cs2)cc1
 : -9	0.8	5	1	-15	6	2	-2	4	11
COc1ccc(S(=O)(=O)N(C)CC(=O)N2CCN(c3ccc(F)cc3)CC2)cc1OC
 : 3	-1.0	1	-3	10	-1	2	-4	-1	8
CC1=C(C(=O)N2CCOCC2)C(c2cccs2)NC(=O)N1 (configuration not stated)
 : -2	-0.8	10	-6	6	0	2	-3	4	0
CCCSc1ccc([C@@H]2[C@H]3C(=O)N(C)C(=O)[C@H]3[C@]3(C(=O)OC)CCCN23)cc1OC
 : -3	-2.6	3	0	-1	-9	-7	0	1	9
Cc1ccccc1-c1cccc2c3c([nH]c12)[C@@H]1C[C@H]2[C@@H](CN1CC3)[C@H](C)ON2C
 : 5	·	-5	9	5	·	·	-2	-3	·
Cc1c(C(=O)NCCSCc2ccc(F)cc2)cnn1-c1ccc(Cl)cc1
 : -4	-0.9	-5	2	-13	·	1	-2	-3	3
CCOC(=O)CCN(Cc1sccc1C)S(=O)(=O)c1ccc(F)cc1
 : -5	-0.7	-2	2	-5	-15	6	2	1	12
N#CCCn1cc(C(=O)Nc2ccc(C(=O)O)cc2)c(-c2cccc(Br)c2)n1
 : 4	0.1	2	0	-30	4	-5	1	0	0
COc1ccc2c(c1)c(CC(=O)Nc1ccc(C)cc1)c(C)n2C(=O)c1ccc(Cl)cc1
 : 4	-1.1	8	-3	-10	-17	-6	0	2	13
NC(=O)CC(NC(=O)c1ccccc1)c1ccc(N2CCCCCCC2)c([N+](=O)[O-])c1 (configuration not stated)
 : 2	-2.8	1	0	4	4	7	0	0	6
COc1ccc(/C=N/OC(=O)Nc2ccccc2)cc1[N+](=O)[O-]
 : 3	-1.2	2	4	-7	1	-4	5	0	5
O=C(CSc1nc2scc(-c3ccccc3)c2c(=O)[nH]1)N1CCCCC1
 : 6	-0.7	6	-3	-2	-4	5	-2	-1	0
CCn1cnc2c1c(=O)n(CC(=O)NN)c(=O)n2Cc1ccccc1
 : 0	-2.6	10	4	-5	-17	6	2	-1	2
CN(C)C(=O)c1cc2c(c(-c3cccc(C4=CCCCC4)c3)n1)[C@@H](CCO)N(S(=O)C(C)(C)C)C2 (some centres not stated)
 : 7	-1.9	2	-6	-2	·	10	-3	-4	4
Cc1nn(C(=O)CCC(=O)NCc2ccc(OC(C)C)cc2)c2ccccc12
 : -1	0.1	-2	8	7	-4	21	1	1	-9
O=C(Nc1cccc(C(F)(F)F)c1)C1CCCO1 (configuration not stated)
 : 4	1.5	1	-12	1	-3	4	1	-1	11
COc1ccccc1/C=C/C(=O)N1CCOCC1
 : 0	0.8	1	-6	4	4	-2	-3	0	9
O=C(O)C1=C[C@H](c2ccc(F)cc2)C[C@H](OCCCCO)O1
 : 1	-0.5	-5	-1	2	-1	-3	0	-2	-6
CCCn1c(=N)c(C(=O)NCC2CCCO2)cc2c(=O)n3cccc(C)c3nc21 (configuration not stated)
 : 3	0.4	-4	-3	-4	4	1	0	11	0
COc1cccc(NC(=O)CN(C)C(=O)c2cc3ccccc3cc2OC)c1
 : 4	-2.1	-2	-1	-2	-10	3	-4	-2	-6
CC(O)C(=O)N/N=C/c1cccc(Cl)c1Cl (configuration not stated)
 : 0	-3.1	-4	-1	-4	3	13	1	-5	0
O=C(c1cccc(S(=O)(=O)N2CCOCC2)c1)N1CCCC(C(F)(F)F)C1 (configuration not stated)
 : -6	1.0	8	6	0	-4	-12	-2	0	3
CCCSc1nnc(NC(=O)CCc2ccccc2)s1
 : -3	-1.0	4	-2	1	1	-3	-1	4	-19
CCN1CCN(Cc2nc3c(c(=O)n(C)c(=O)n3C)n2CC(=O)c2ccccc2)CC1
 : 1	-1.7	5	-2	-6	-1	5	2	4	-5
CC1(C)COC(c2cccn2Cc2ccc(F)cc2Cl)=N1
 : -4	-0.9	-7	-6	3	-1	-6	0	1	2
c1ccc(C2CNCc3c2ccc2ccccc32)cc1 (configuration not stated)
 : 11	0.5	-3	1	8	-5	11	-3	-8	8
O=C(NC(=S)Nc1ccccc1)C1CCCCC1
 : -3	-0.5	-2	1	3	-8	0	3	4	7
O=C(Nc1nnc(-c2ccc3c(c2)CCCC3)o1)C1CCCCC1
 : 0	1.7	9	-2	-1	3	-5	0	2	3
COc1cccc(/C=N/NC(=O)c2cc3c(OC)ccc(OC)c3[nH]2)c1O
 : 28	-12	1	6	37*	25	10	-4	3	15
COc1ccc(NC(=S)NCc2ccc3c(c2)OCO3)cc1
 : 0	-2.4	-1	0	2	-5	4	-2	5	3
CCOC(=O)C1=C(CC)Nc2ccccc2N=C1NC(=O)Nc1ccccc1OC
 : -2	-0.3	-2	-1	4	-2	2	-1	-4	-6
O=C(Nc1cccc(-c2nc3ccccc3o2)c1)c1cccnc1
 : 0	0.7	0	-1	-3	-25	-20	-1	5	-2
COc1ccc(NC(=O)NC2(C(=O)N3CCCC3)CCCCC2)cc1
 : 1	-0.5	-5	-2	7	1	10	0	6	-1
CCOc1ccc2nc(NC(=O)CN3CCN(c4ccccn4)CC3)sc2c1
 : 2	0.0	-3	-3	-1	·	4	-3	-1	1
C/C(CC(=O)NCc1ccco1)=N\NC(=O)C(c1ccccc1)c1ccccc1
 : 2	-0.1	0	8	-11	-20	2	-1	2	10

# Next section; it opens with the 2 that closed the last part.
# Second line of a record: rCAG binder	PG9 binder	NPR2 activator	NR1D1 modulator	ABHD4 inh	HTRA1 inhibitor	ARFGAP1 inh	SMARCA2 activ	GC-A act	ASAP1 GAP inh
CCOc1ccc2nc(NC(=O)CN3CCN(c4ccccn4)CC3)sc2c1
 : 2	0.0	-3	-3	-1	·	4	-3	-1	1
C/C(CC(=O)NCc1ccco1)=N\NC(=O)C(c1ccccc1)c1ccccc1
 : 2	-0.1	0	8	-11	-20	2	-1	2	10
Cc1ccc(C(=O)N2CCCC(C(=O)c3cc(F)ccc3F)C2)s1 (configuration not stated)
 : -9	-1.8	0	-3	2	-7	2	-5	2	2
CN(Cc1nc(-c2cnccn2)no1)Cc1cccc2ccccc12
 : -2	-0.2	-5	-4	-2	-1	1	3	4	11
O=C(C1CC(c2ccccc2O)=NO1)N1CCc2ccccc2C1 (configuration not stated)
 : 0	-1.4	1	5	-2	-4	4	0	2	10
CCOC(=O)C1CCCN(c2oc(-c3ccc(F)cc3)nc2C#N)C1 (configuration not stated)
 : -4	-1.1	-4	0	2	-4	9	0	5	9
COc1ccc(O)cc1
 : -1	-0.7	-1	3&-1	2	-2	-7	-1	-1	-10
Cc1ccc(C(=O)N/N=C2\CCc3ccccc32)c(C)c1
 : 1	-0.5	4	0	-2	0	7	8.5*	3	6
Cc1cc(C)n(CCNC(=O)CC2C(=O)NCCN2Cc2ccc(C)o2)n1 (configuration not stated)
 : 0	-0.7	2	-4	-3	3	-12	1	-5	-1
COc1ccc(CNC(=O)O[C@H]2CC[C@@]34CCCN3C(=O)CCC[C@H]4C2)cc1OC
 : ·	·	-2	-1	5	·	·	·	1	·
C/C(=N\N(c1ccccc1)c1ccccc1)c1ccc(N)cc1
 : 0	-1.7	-3	6	6	5	6	3	-8	-8
O=C(Nc1cccc(NC(=O)c2ccccc2[N+](=O)[O-])n1)c1ccccc1[N+](=O)[O-]
 : 13	-0.1	0	-2	11	-2	14	0	7	-6
CSc1ccccc1NC(=O)CN(Cc1ccccc1)S(C)(=O)=O
 : -7	0.4	0	2	1	-3	-2	0	-2	7
COC(C[C@@H](O)C[C@@H](O)[C@H](C)OCc1ccccc1)OC
 : -1	-2.1	5	1	3	-4	2	1	0	6
COc1ccc2cc(-c3cc(C(=O)OCC(=O)Nc4c(C)n(C)n(-c5ccccc5)c4=O)c4ccccc4n3)ccc2c1
 : 10	1.3	-1	-8	-11	-11	18	5	4	14
Cc1ccc(-n2ncc3c(=O)[nH]c(SCC(=O)N4CCCc5ccccc54)nc32)cc1
 : 2	-1.8	-6	8	7	-3	7	1	1	1
COC(=O)c1sc(N)c(C(=O)OC)c1Cn1ncc(Cl)c(Cl)c1=O
 : 5	-1.7	14	2	0	-1	-5	-2	3	7
COc1cc(C(=O)NCc2cccc(Cl)c2)ccc1OCC(=O)N1CCOCC1
 : -6	-0.3	1	7	0	1	11	0	5	-9
COC(=O)c1c(NC(=O)CC2SC(N)=NC2=O)sc2c1CCC(C)C2 (configuration not stated)
 : 8	-1.2	-8	-2	-1	-14	2	-3	-1	-3
O=C(CSc1nnc(-c2cccs2)n1-c1ccccc1)NCc1ccc2c(c1)OCO2
 : -8	-0.8	-14	1	-1	-6	24	5	-19	-3
CC(=O)c1cccc(NC(=O)NCc2cccnc2)c1
 : ·	·	-1	2	·	2	·	·	0	·
Cc1cc(C(=O)N/N=C/c2ccc([N+](=O)[O-])s2)c2ccccc2n1
 : 9	-2.9	-7	5	16	47*	9	-3	4	-8
Nc1ncnc2nc(SCC(=O)Nc3cccc(C(F)(F)F)c3)[nH]c12
 : 5	-0.7	1	0	-1	1	12	0	-1	11
CC(C)(O)[C@H](O)COc1c2occc2cc2ccc(=O)oc12
 : 2	-0.6	4	-1	-1	4	5	1	3	-4
Nc1ccc(C(=O)N2CCCC2)cc1CS(=O)(=O)c1ccc(Cl)cc1
 : 0	-1.5	3	3	0	-2	7	-2	-1	-4
Cc1cc(C)n(-c2nc3sc4c(c3c3nnc(SCC(N)=O)n23)CC(C)(C)OC4)n1
 : -1	-1.2	5	1	1	-3	-2	1	2	7
O=C(O)c1cc(-c2ccccc2)nc(-c2ccccc2)c1
 : 15	-1.4	-7	-4	-18	-7	-8	-4	0	16
COc1cc2c(cc1NC(=O)C(C)N1CCN(S(=O)(=O)c3ccc(C)c(C)c3)CC1)oc1ccccc12 (configuration not stated)
 : 1	-0.1	1	-2	2	2	1	-2	1	6
Cn1c(SCC(=O)NCc2ccc3c(c2)OCO3)nnc1-c1cc2ccccc2cc1O
 : 2	-1.9	-11	-4	-3	-4	2	-2	-5	17
COc1ccc2c(c1)CCCC21NC(=O)NC1=O (configuration not stated)
 : -4	0.5	3	4	2	-4	-2	-1	-2	0
